# Source: PubChem BioAssay
# TCR activator = activators of T cell receptors; primary human leukocytes, anti-CD3, IL-2 HTRF, 48 h; Potency, µM (titrated, usually from 9.22 µM), without a hit: at the top dose activation of IL-2 secretion, actives largely listed as activators; 330,000 tested, under 10 active; also: % of control where 0% means no effect
#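 Human primary leukocytes + a-CD3 beads + cpd, 48 hr; IL-2 in supernatant by HTRF (ex 320nm / em 665nm). No co-stimulatory signal supplied.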
# TSHR antagonist = antagonists of human thyroid stimulating hormone receptor; TSHR-expressing cells, TSH-stimulated cAMP HTRF, 2 h; stronger effect = lower value; activity change, negative = inhibition, % at 11.5 µM; P16473; 0.2% of 330,000 active;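 active = activity change below a set negative limit, meaning inhibition stronger than a set level, cut at about -70% in these data; inconclusive = activity change between two set negative limits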; also: % is scaled to controls: 0 for no effect and ±100 for the full control effect
#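 Read-out is FRET at 665 nm (cryptate excitation 337 nm) from a cryptate-tagged anti-cAMP antibody, competed by cell cAMP against cAMP-d2. Compounds are tested on freshly harvested TSHR cells challenged with 4nM TSH (EC80) for 2 hours at 37 deg C.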
# USP2a inh = inhibitors of human ubiquitin-specific protease USP2a; O75604; 0.01% of 330,000 active; USP2 core, Ub-CHOP2 coupled fluorogenic reporter, 485/531; Potency, µM (highest dose often 38.3 µM), for inactives: top-dose activity change, negative = inhibition, actives largely listed as inhibitors;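 also: potency is read from the fitted curve at half-maximal effect; plate controls were DMSO wells for no effect and full inhibition by NEM control for full effect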
# Target sequence (O75604 whole entry, looked up): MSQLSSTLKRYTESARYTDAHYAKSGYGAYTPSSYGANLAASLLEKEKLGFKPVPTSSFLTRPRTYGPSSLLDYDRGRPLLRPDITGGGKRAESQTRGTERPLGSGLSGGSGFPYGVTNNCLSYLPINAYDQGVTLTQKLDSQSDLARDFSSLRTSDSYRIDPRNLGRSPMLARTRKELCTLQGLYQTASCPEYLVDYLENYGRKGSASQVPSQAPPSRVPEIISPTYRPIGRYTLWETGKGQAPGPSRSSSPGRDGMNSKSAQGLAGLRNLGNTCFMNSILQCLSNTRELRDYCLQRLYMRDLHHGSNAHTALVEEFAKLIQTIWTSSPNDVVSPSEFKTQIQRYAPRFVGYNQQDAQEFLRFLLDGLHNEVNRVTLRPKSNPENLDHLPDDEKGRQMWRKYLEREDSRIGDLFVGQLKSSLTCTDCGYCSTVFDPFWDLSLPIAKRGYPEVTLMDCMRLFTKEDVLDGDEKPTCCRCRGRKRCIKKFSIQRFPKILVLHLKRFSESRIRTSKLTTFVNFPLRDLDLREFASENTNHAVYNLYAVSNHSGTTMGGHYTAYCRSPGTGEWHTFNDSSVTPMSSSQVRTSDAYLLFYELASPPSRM
#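 Cell-free coupled assay: 10nM USP2 core preincubated 30min RT with compound in Tris-HCl pH 8.0/CaCl2/CHAPS buffer, then 25nM Ub-CHOP2 and 25nM reporter substrate; fluorescence (Ex 485/Em 531) read after 60min RT, normalized to NEM inhibition, concentration-response curves fitted.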
# TSG101-PTAP inh = blocks PTAP/TSG101 interaction to inhibit HIV-1 budding; 340,000 tested, under 10 active; Potency, µM (doses to about 115 µM), without a hit: at the highest dose activity change, negative = inhibition, usual class: inhibitors; AID 493005; Fluorescence polarization, FITC-PTAP peptide / Tsg101 binding; Q99816; active = well fitted inhibition curve with a large enough effect in the main read-out, with a control signal flat, not every such curve was filed as active; inconclusive = small, poorly fitted or top-dose-only effect, or effect the other way, or a change in a side signal; inactive = no such curve, though single readings can be large or run the other way; also: potency is read from the fitted curve at half-maximal effect; % of control where 0% means no effect
#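 Fluorescence polarization binding of Tsg101 binding domain (10 uM final) to FITC-labeled PTAP peptide (50 nM final) in HEPES pH 7.5 buffer with NaCl, Tween 20, EDTA, TCEP. Compounds added before peptide; binding 20 min at RT.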
# ELG1 repair inh = inhibitors of ELG1-dependent DNA repair in HEK293T cells; HEK293T ELG1-luciferase reporter, luminescence, 16 h; DNA damage induced by 5-fluorouridine; Potency, µM (series often up to 46.1 µM), for inactives: at the top dose activity change, negative = inhibition, most hits filed as inhibitors; 2.3% of 330,000 active; AID 504467; also: potency is read from the fitted curve at half-maximal effect; % is scaled to controls: 0 for no effect and ±100 for the full control effect; nearly all actives have a fitted effect of over 55% in size
#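 Step one: seed 2,000 cells per well. Step two: pin-transfer compound or DMSO alongside 5-fluorouridine. Step three: incubate 16 hr, 37 °C, 5% CO2. Step four: add ONE-Glo, wait 30 min, read luminescence.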
# uPA surface inh = blocks generation of uPA at the cell surface; cell surface uPA generation assay, qHTS; Potency, µM (series often up to 38.3 µM), for inactives: at the highest dose activity change, negative = inhibition, hits mostly inhibitors; 0.31% of 330,000 active; AID 540303; active = well fitted inhibition curve with a large enough effect; inconclusive = small, poorly fitted or top-dose-only effect; inactive = no such curve, though single readings can be large or run the other way; tested in mouse RAW 264.7 cells; also: potency is read from the fitted curve at half-maximal effect; % is scaled to controls: 0 for no effect and ±100 for the full control effect; nearly all actives have a fitted effect of over 55% in size
# Eya2 phos inh = Eya2 (human) phosphatase inhibition; O00167; recombinant Eya2, OMFP fluorescence dephosphorylation (OMFP is methylfluorescein phosphate); Potency, µM (top dose mostly 76.9 µM), for inactives: at the top dose activity, negative = inhibition, usual class: inhibitors; 0.006% of 330,000 active; AID 488837; also: potency is read from the fitted curve at half-maximal effect; % is scaled to controls: 0 for no effect and ±100 for the full control effect
#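 Eya2 (0.2 uM) preincubated 10 min at ambient with compound, then OMFP substrate added at 50 uM; 10 min reaction in 50 mM HEPES pH 7.5, 50 mM NaCl, 5 uM MgCl2, 0.05% BSA, 1 mM DTT. Fluorescence read at Ex 485/Em 525 nm.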
# Chronic BCR inh = blocks chronic active B-cell receptor signaling; ABC-DLBCL IkBa-CBG/CBR reporter, luminescence ratio, 4 h; Potency, µM (series often up to 46.1 µM), for the others: top-dose ratio change, negative = lower green/red ratio, actives largely listed as inhibitors; 0.05% of 340,000 active; AID 493014; active = well fitted inhibition curve with a large enough effect in the signal ratio, with a control signal flat, not every such curve was filed as active; inconclusive = small, poorly fitted or top-dose-only effect, or effect the other way, or a change in a side signal; the % refers to the signal ratio;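 also: potency is read from the fitted curve at half-maximal effect; plate controls were basal doxycycline-induced cells for no effect and cells given 10 µM MG132 for full effect; MG132 reads +100%, hits lower the ratio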
#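 Compounds up to 46 uM were incubated four hours with TMD8 cells whose green CBG68 luciferase is fused to IkappaBalpha; red CBR luminescence normalised the signal, and concentration-effect curves were fitted to fusion, red and ratio data.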
# B2AR arrestin = recruits beta-arrestin to the human beta2-adrenergic receptor; P07550; beta-arrestin recruitment to beta2AR, cell-based reporter; Potency, µM (titrated, usually from 46.1 µM), inactives show at the top dose activation, actives largely listed as activators; 0.02% of 330,000 active;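 also: potency is read from the fitted curve at half-maximal effect; 0% = DMSO controls and full agonism = EC100 isoproterenol or metaproterenol; nearly all actives have a fitted effect of over 65% in size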
# Target sequence (P07550 whole entry, looked up): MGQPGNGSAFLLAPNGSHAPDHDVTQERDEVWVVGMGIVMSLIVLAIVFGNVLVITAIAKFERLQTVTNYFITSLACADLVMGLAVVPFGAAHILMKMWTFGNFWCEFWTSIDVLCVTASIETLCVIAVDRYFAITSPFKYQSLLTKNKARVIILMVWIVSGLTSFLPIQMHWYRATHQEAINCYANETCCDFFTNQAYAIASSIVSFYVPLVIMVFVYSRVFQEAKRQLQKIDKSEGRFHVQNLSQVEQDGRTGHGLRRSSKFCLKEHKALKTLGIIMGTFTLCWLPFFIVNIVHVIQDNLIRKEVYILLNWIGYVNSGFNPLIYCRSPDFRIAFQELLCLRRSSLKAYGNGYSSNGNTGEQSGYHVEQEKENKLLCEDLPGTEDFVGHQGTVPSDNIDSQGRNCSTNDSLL
# Tb PFK inh = T. brucei PFK enzyme inhibition; 0.17% of 330,000 active; Potency, µM (titrated, usually from 57.5 µM), for the others: at the top dose activity, negative = inhibition, most hits filed as inhibitors; AID 485367; O15648; T. brucei PFK, ADP-Glo luminescence;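 also: potency is read from the fitted curve at half-maximal effect; 0% = uninhibited 1x PFK enzyme wells and -100% = no-enzyme wells; nearly all actives have a fitted effect of over 60% in size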
#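 In TEA buffer at pH 8.0 with 5 mM MgCl2, enzyme (1.25 nM) converted F6P (0.5 mM) and ATP (0.1 mM) for 45 min at room temperature. ADP product was read by luciferase luminescence.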
# Mito fusion yeast = mitochondrial division inhibition or fusion activation. 0.23% of 320,000 active. Potency, µM (top dose mostly 46.1 µM), without a hit: top-dose growth rescue (activation), usual class: activators. S. cerevisiae fusion-defective mutant growth rescue, CellTiterGlo 48 h;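 also: potency is read from the fitted curve at half-maximal effect; % of control where 0% means no effect; nearly all actives have a fitted effect of over 45% in size; temperature-sensitive fusion mutants such as fzo1-1 at 37 °C on non-fermentable ethanol glycerol medium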
#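 Luminescent cell viability in 1536-well qHTS format served as the measure of rescued growth in ts fusion-mutant S. cerevisiae cultured on non-fermentable YPEG for 48 hours at 37C.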
# Starred values were filed as active, the others as inactive; ? = inconclusive; nt = no result given; & = joins results of further samples; [ ] = remark or other dose. Unless noted, calls follow the shape of the dose curve; as a rule, active = well fitted curve in the direction sought with a large enough effect; inconclusive = small, poorly fitted or top-dose-only effect, or another doubt; inactive = no such curve, though single readings can be large; an effect the other way counts as inactive or inconclusive.
SMILES,TCR activator,TSHR antagonist,USP2a inh,TSG101-PTAP inh,ELG1 repair inh,uPA surface inh,Eya2 phos inh,Chronic BCR inh,B2AR arrestin,Tb PFK inh,Mito fusion yeast
COc1ccc(NC(=O)COC(=O)Cc2c(F)cccc2Cl)cc1OC,-3%,-7,-1%,-1%,-15%,3%,15%,-1%,0.1%,0%,?
COc1cccc(C(=O)COC(=O)c2n[nH]c(=O)c3ccccc23)c1,0%,-3,11%,-1%,12%,6%,-10%,1%,-1.0%,-11%,-2%
c1ccc(CCNc2ncnc3sccc23)nc1,2%,-5,-6%,1%,-15%,5%,-10%,8%,0.1%,-3%,9%
COc1cccc(/C=C2\SC(=O)N(CCC(=O)N3CCCCC3CCO)C2=O)c1 (configuration not stated),1%,53,0%,-6%,-19%,-18%,4%,?,0.9%,-2%,-2%
CC(=O)Nc1c(NCC(C)C)c2ccccc2oc1=O,4%,-12,1%,-3%,-1%,4%,1%,-18%,-0.4%,-2%,4%
CCn1nnnc1NC(=O)c1cc(Cl)c(OC)c(Cl)c1,4%,3,1%,1%,1%,3%,-6%,-1%,0.0%,3%,-6%
O=C(COc1ccc(Cl)cc1Br)NNC(=O)C(=O)N1CCCCC1,-5%,3,0%,-6%,5%,4%,24%,?,0.0%,-3%,6%
CCCCCn1c(C(Cc2ccccc2)NC(=O)COC)nc2ccccc21 (configuration not stated),3%,2,3%,-5%,10%,-4%,-24%,6%,0.1%,1%,15%
O=C(NCC(=O)N1CCCCCCC1)c1cccc([N+](=O)[O-])c1,0%,-18,0%,-3%,4%,3%,14%,-1%,0.1%,3%,-1%
CCn1c2ccccc2c2cc(N=C3SC(CC(=O)Nc4ccccc4OC)C(=O)N3CCOC)ccc21 (configuration not stated),-9%[46.1 µM],-5,5%,-2%,?,2%,-2%,-2%,-1.6%,0%,-4%
CC1=CC(C)(C)n2c(O)c(N=NC(N)=S)c3cccc1c32,0%[46.1 µM],-15,5%,-8%,15%,-8%,-1%,-7%,-0.5%,0%,-5%
Cc1ccc(C(=O)C2CCN(CC(=O)Nc3ccccc3C)CC2)cc1,-5%,0,-1%,-1%,?,5%,-1%,1%,-0.4%,0%,2%
COCCN1C(=NCCCOC(C)C)N[C@@H](c2ccccc2)C(C(=O)OC)=C1C,3%,-1&14,0%&-3%,-3%,-7%,-14%,6%&-7%,-5%&-10%,-0.2%&-1.0%,0%&0%,-3%&-2%
CCC(NC(=O)c1cccc(Cn2nc(C)c([N+](=O)[O-])c2C)c1)c1ccc(C(C)C)cc1 (configuration not stated),1%,-7,0%,1%,-6%,nt,-10%,-7%,0.1%,-2%,1%
CCCc1[nH]nc2c1C(c1ccccc1OCC)C(C#N)=C(N)O2 (configuration not stated),4%,3,-2%,-5%,7%,-4%,7%,-3%,0.2%,-5%,-1%
CSc1nn2c(C(F)(F)F)cc(C(F)(F)F)nc2c1C(N)=O,1%,-2,7%,0%,8%,1%,-19%,5%,-0.2%,2%,-2%
CCCn1c(=O)c2sccc2n2c(CCCC(=O)NC3CCN(Cc4ccccc4)CC3)nnc12,-4%,19,1%,-2%,8%,7%,-15%,?,-0.3%,1%,-10%
C=CCOc1ccc(CN(C)CC(O)COc2cccc3ccccc23)cc1 (configuration not stated),-12%,9,1%,-4%,-10%,0%,13%,-10%,0.1%,0%,-44%[inhibitor]
COc1cccc(N2CCN(CC(=O)Nc3ccccc3C(=O)NCc3ccccc3)CC2)c1,3%,-9,-1%,-1%,?,-2%,10%,-16%,-0.1%,-4%,4%
Cc1ccc(S(=O)(=O)/N=C(/c2ccccc2)N(C)C)c(C)c1,1%,6,3%,-2%,10%,-1%,7%,2%,0.0%,-11%,6%
Cc1cccc(NC(=O)c2ccc(Cl)c(NC(=O)c3ccncc3)c2)c1C,-4%,1,1%,-2%,-7%,1%,-8%,-30%,0.3%,-2%,-1%
COc1ccc(C(=O)NCC(=O)OCC(=O)c2ccc3c(c2)NC(=O)CO3)cc1OC,0%,-2,1%,0%,-6%,6%,3%,2%,-1.5%,0%,-4%
CCn1c(C)c(C(C)=O)cc(C#N)c1=O,-4%,18,-6%,-2%,18%,-11%,10%,-2%,0.2%,-4%,1%
O=C(O)C1=C(C(=O)Nc2cccc(C(F)(F)F)c2)CCCC1,-6%,26,-8%,-2%,6%,3%,8%,-5%,-0.2%,12%,19%
CN(C)Cc1c(C(=O)N/N=C/c2ccccc2OCc2ccc(F)cc2)nnn1-c1nonc1N,1%,20,-1%,1%,15%,-1%,-3%,13%,-0.8%,-6%,-3%
Cc1onc(C(N)=O)c1C(=O)Nc1ncc(C(F)(F)F)cc1Cl,9%,17,7%,-7%,13%,3%,16%,1%,0.0%,-2%,21%
C=CCn1c2ccccc2n2nc(C)c(=O)nc12,4%[46.1 µM],-13,1%,-3%,-14%,-2%,3%,10%,0.1%,-4%,-3%
CC(C)OC(=O)c1cn(-c2ccccc2)nc1-c1ccco1,-1%,11,3%,-1%,-6%,-10%,-8%,?,13%,?,3%
COC(=O)c1sccc1Oc1ccc(F)cc1[N+](=O)[O-],0%,4,0%,-1%,-4%,-2%,10%,10%,-0.2%,2%,2%
CNC(=O)c1ccsc1NC(=O)C1CCN(S(=O)(=O)c2cccs2)CC1,1%,-4,-4%,3%,-20%,0%,-22%,2%,0.2%,-2%,14%
O=C(NCCCn1ccnc1)c1ccc(F)cc1,7%,12,0%,-3%,0%,3%,5%,0%,-0.5%,2%,0%
CC(C)COP(=O)(c1ccc(N(C)C)cc1)C(O)c1ccc(N(C)C)cc1 (configuration not stated),0%,1,1%,0%,3%,-13%,3%,-9%,0.5%,0%,12%
CCCSc1nnc(CSc2nc3ccccc3s2)n1-c1ccccc1,nt,-17,-7%,-4%,-13%,-15%,3%,14%,0.1%,1%,6%
O=C(Nc1ccccc1)Nc1ccc(F)cc1F,10%,-10,7%,-1%,?,?,6%,?,-0.5%,-1%,9%
Cc1[nH]cnc1CSCc1ccc(Cl)cc1,3%[46.1 µM],-13,3%,-1%,-1%,1%,-2%,-1%,-1.4%,-28%,-4%
CCCCn1nc2cc(C(=O)NCc3ccccc3OC)ccc2c1OCC,3%,2,0%,-1%,?,11%,15%,-1%,4.8%,3%,1%
CCOC(=O)C(CC)n1cnc2c(cnn2-c2ccc(Cl)cc2)c1=O (configuration not stated),0%,-23,0%,0%,?,0%,-6%,4%,0.1%,-7%,2%
COc1ccc(OC)c(N=c2ssnc2Cl)c1,-2%,5,2%,-1%,-12%,4%,5%,5%,-3.0%,?,1%
CC1=C(C#N)C(c2cccnc2)C2=C(CC(c3ccc(Cl)cc3)CC2=O)N1 (configuration not stated),3%,31,-6%,-4%,-16%,2%,-20%,?,0.4%,-5%,1%
Cc1cc(C)c2c(=O)n(CC(=O)NC3CCCC3)sc2n1,2%,21,0%,-2%,0%,4%,-11%,?,0.4%,6µM*,18%
O=C(CN1CCCc2ccccc21)N/N=C/c1ccccc1O,-5%[46.1 µM],-4,2%,0%,?,-9%,-14%,?,0.3%,0%,-10%
CC(=O)COc1cccc2ccc(/C=C/c3ccc(Br)s3)nc12,11%,-3,0%,-3%,4%,9%,-15%,?,-1.1%,1%,-3%
CC1CN(S(=O)(=O)c2cccc(C(=O)OCC(=O)c3cccs3)c2)CC(C)O1 (configuration not stated),-2%,-3,2%,-4%,5%,0%,-9%,?,-0.3%,0%,0%
CCOC(=O)NCc1ccc2[nH]c(C)cc2c1,4%,9,0%,-11%,?,-23%,?,?,0.4%,-1%,1%
COc1ccc(CN2CCN(C(=O)CC(C)C)CC2)c2ccccc12,4%,-3,-1%,-1%,?,-2%,-23%,-11%,-0.1%,-1%,7%
Cc1cc2c(cc1S(=O)(=O)CCC(=O)N(C)C1CCCCC1)OCC(=O)N2,-12%,13,0%,0%,14%,0%,-7%,?,-0.9%,0%,-2%
